# Pf Dd2 inh: qHTS Primary assay for Inhibitors of Plasmodium falciparum Dd2 growth in vitro. P. falciparum Dd2 growth, SYBR Green, 72 h. Potency, µM (highest dose often 28.9 µM), for inactives: at the highest dose activity, negative = inhibition, hits mostly inhibitors. 4.3% of 120,000 active; active means well fitted inhibition curve with a large enough effect; inconclusive means small, poorly fitted or top-dose-only effect; inactive means no such curve, though single readings can be large or run the other way;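 further: plate controls were DMSO vehicle for no effect and reference drug for full effect; nearly all actives have a fitted effect of over 65% in size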
#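 Infected erythrocytes (Dd2, 0.3% parasitemia, 2.5% hematocrit final) are added to compound in RPMI-1640/Albumax II medium, grown 72 h at 37C in low oxygen, then lysed with saponin/Triton-X containing SYBR Green and read by fluorescence.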
# Active calls of the source: *; i = inactive; ? = inconclusive; [ ] = dose if it differs, or a comment. Potency means the concentration at half of the fitted maximal effect. This is a subset; count on the stated rates, not on these rows.
SMILES,Pf Dd2 inh
Cc1ccc(C(=O)N2CCC3(CC2)N(C)C(=O)CS3(=O)=O)cc1,2%
CCCC1(CO)CCCN(Cc2nnc(-c3cccc(F)c3)o2)C1 (stereo not drawn),i
COc1ccc2[nH]c3c(c2c1)CCNC31CCN(C(=O)c2cccnc2C)CC1,?
COc1ccc2c(CNCc3cccs3)c(C(=O)O)n(Cc3ccccc3F)c2c1,?
CCC(=O)N1CCc2cc(S(=O)(=O)CCC(=O)N(C)c3ccc(OC)cc3)ccc21,-2%
COc1cccc(NC(=O)c2cc3c(N4CCCC4)nc(C)cn3n2)c1,-5%
CC(=O)NC1(C)CCN(Cc2ccc(-c3ccccc3OCc3ccccc3)cc2)C1 (stereo not drawn),13µM*
Cc1cc(C(=O)N2C[C@H](NC(=O)Cn3nnnc3N)[C@@H](C3CC3)C2)c(C)o1,-7%
CC(C)(C)NC(=O)N1CCCCCCNC(=O)[C@@H]2C[C@@H](C(=O)N3CCN(c4ccccn4)CC3)C[C@@H]21,?
O=C(Nc1ccc(F)cc1)[C@@H]1C[C@@H](c2ccc(F)cc2)N([S+](=O)([O-])c2ccccc2)C1,-6%
COc1ccc(CCNC(=O)c2ccc3c(c2)CCN3S(=O)(=O)c2ccc(C)cc2)cc1OC,?
O=C(NC1CCCCC1)N1CCC(N2C(=O)C3(CCCCC3)C2c2ccncc2)CC1 (stereo not drawn),5µM*
CCOc1cc(=O)n2c(c1C(=O)Nc1cc(C)ccc1F)CCCC2,24%
CCOc1ccccc1C(=O)NC1CCN(c2cc(-c3ccc(Cl)cc3)[nH]n2)C1 (stereo not drawn),-11%
O=C(NCCc1ccccc1)C1CCC(CNS(=O)(=O)c2ccc(Cl)cc2)CC1 (stereo not drawn),66%[activator]
CN1[C@@H](CCC(=O)N2CCN(c3ccccn3)CC2)CNC(=O)[C@@H]2[C@H]1CCN2Cc1cccs1,-16%
Cc1ccc(-c2cc(C(=O)N3CCN(S(=O)(=O)c4ccc(Br)cc4)CC3)[nH]n2)cc1C,?
O=C(NCc1ccc(F)cc1)c1cc2n(n1)CCCN(Cc1ccc(F)cc1)C2=O,8%
CCOc1ccc(NC(=O)CSc2nnc3c(C)cc4ccccc4n23)cc1,i
Cc1cc2ccccc2n1-c1ccc(C(=O)N2CCCCC2)s1,?

# The closing 4 compounds of the part before open the next one.
SMILES,Pf Dd2 inh
Cc1ccc(-c2cc(C(=O)N3CCN(S(=O)(=O)c4ccc(Br)cc4)CC3)[nH]n2)cc1C,?
O=C(NCc1ccc(F)cc1)c1cc2n(n1)CCCN(Cc1ccc(F)cc1)C2=O,8%
CCOc1ccc(NC(=O)CSc2nnc3c(C)cc4ccccc4n23)cc1,i
Cc1cc2ccccc2n1-c1ccc(C(=O)N2CCCCC2)s1,?
O=C(CN1CCN(c2nc3ncccc3o2)CC1)c1cccc(Cl)c1,-7%
COc1cccc(N2CC(NC(=O)c3ccc(S(=O)(=O)N4CCCC4)cc3)CC2=O)c1 (stereo not drawn),i
O=C(c1cc2n(n1)CC(c1ccc(Cl)cc1)OC2)N1CCN(c2ccccc2Cl)CC1 (stereo not drawn),i
O=C(NC1CCCCC1)[C@H]1O[C@H](CCN2CCNCC2)CC[C@@H]1O,-21%[44.1 µM]
O=C(c1cccc(Cl)c1)N1C[C@@H](CO)[C@H](c2ccccn2)C1,-22%
Cc1ccc(NC(=O)N2CCCC(c3noc(COc4ccccc4)n3)C2)cc1C (stereo not drawn),?
Cc1ccc2c(n1)N(C)[C@H](CO)CCN(C1CCCC1)C2,i
COc1ccc(N2CC3CCC(C2)N3C(=O)c2c(C)noc2C)cc1,3%
CCc1nn(CC(=O)N2CCCCC2)c(=O)c2cc3occc3n12,19%
Cc1cc(Nc2ccc(C(C)C)cc2)nc(-n2nc(C)cc2C)n1,?
N#Cc1ccc(C(=O)Nc2ccc([C@H]3OCC(=O)N(Cc4cccnc4)[C@@H]3CO)cc2)cc1,i
C[S+](=O)([O-])N1CC2(Cc3ccccc31)CN(C(=O)c1ccccc1Cl)C2,i
O=C(CC(c1ccccc1)c1ccccc1Cl)NCc1cc2n(n1)CCNC2 (stereo not drawn),-3%
O=C1CC(c2ccc(F)cc2)c2c(n3c(nc4ccccc43)[nH]c2=O)N1 (stereo not drawn),8%[5.79 µM]
CC1(c2cccnc2)N(CCOc2ccccc2)C(=O)OC12CCN(C(=O)CN1CCOCC1)CC2 (stereo not drawn),-11%
COc1ccc2[nH]cc(CCNC(=O)C3CC(=O)N(c4n[nH]c5cccc(F)c45)C3)c2c1 (stereo not drawn),i
COc1ccc(C(=O)NCC(=O)N2CCCCCCNC(=O)CC2c2ccccc2)cn1 (stereo not drawn),4%
Cn1c(C(=O)NCCc2ccccn2)nc2nc(-c3ccccc3)c(Cl)cc21,i
C/C=C/CC(=O)N1CCC(Oc2ccccc2OC)(C(=O)O)CC1,-9%
C=CCn1cc2c3c(cccc31)[C@H](CC(C)C)N[C@H](C(=O)NCCN(C)C)C2,-3%[44.1 µM]
COc1ccc(CN2CCCCCNC(=O)[C@@H]3CCC[C@@H]32)cc1Cn1ccnc1,8.9µM*
Cc1cccc(Nc2cc(C)nc(-n3nc(C)cc3C)n2)c1,5.6µM*
COc1cccc(Nc2ccc3cc(S(=O)(=O)N4CCC(C)CC4)ccc3n2)c1,i
COc1ccc(CN2CCCC(c3nn(-c4ccc(OC)cc4)c(=O)[nH]3)C2)cc1 (stereo not drawn),i
CCCCC(=O)Nc1nnc(S(=O)(=O)N(C)Cc2ccc(Cl)cc2)s1,21%
CC(=O)N(Cc1cccnc1)c1nc2c(C)cccc2s1,?
O=C(Nc1ccc(F)c(F)c1)C(c1ccccc1)N1Cc2ccccc2C1=O (stereo not drawn),i
CN(C)c1nccnc1OC1CCN(C(=O)c2ccoc2)C1 (stereo not drawn),?
CC1CCN(C(=O)c2ccccc2OCC2CCCN(Cc3nccs3)C2)CC1 (stereo not drawn),?
c1ccc(C(c2ccccc2)N2CCN(Cc3nc(-c4ccccn4)no3)CC2)cc1,-5%
COc1ccc(NC(=O)O[C@@H]2CO[C@H]3[C@@H]2OC[C@@H]3NS(=O)(=O)c2cccc3cccnc23)cc1,?
CN1C[C@H]2CN(Cc3cnn(C)c3)CCN2C1=O,6%[44.1 µM]
COc1cccc(CNC(=O)CCC2CCN(C(=O)c3ccccc3F)CC2)c1,-5%
Cn1c(CO[C@H]2CN(Cc3ccc4c(c3)OCCO4)C[C@H]2F)nc2ccccc21,?
Nc1nc(C2CC(NC(=O)Cc3noc4ccccc34)C2)cc(=O)[nH]1 (stereo not drawn),-7%
O=C(Nc1ccc(=O)n2c1[C@@H]1C[C@@H](CN(C(=O)c3ccc(F)cc3)C1)C2)c1ccc2c(c1)OCO2,?
Cc1nn2c(c1-c1ccccc1OCc1ccccc1)N(C(=O)c1ccn(C)n1)CCC2,?
CCN(CC)C1CCOC2(CCN(C(=O)c3n[nH]c4ccccc34)CC2)C1 (stereo not drawn),-11%
Cc1nc2n(c1C(=O)NCCOc1ccccc1)CCC(Nc1ccc(F)cc1)C2 (stereo not drawn),i
CN(CC#N)C(=O)[C@H]1CN(Cc2ccccc2)C[C@H]1C(=O)O,23%

# By substructure: those above containing a COOH group
SMILES,Pf Dd2 inh
COc1ccc2c(CNCc3cccs3)c(C(=O)O)n(Cc3ccccc3F)c2c1,?
C/C=C/CC(=O)N1CCC(Oc2ccccc2OC)(C(=O)O)CC1,-9%
CN(CC#N)C(=O)[C@H]1CN(Cc2ccccc2)C[C@H]1C(=O)O,23%

# Molecules listed so far containing a cyano group:
SMILES,Pf Dd2 inh
N#Cc1ccc(C(=O)Nc2ccc([C@H]3OCC(=O)N(Cc4cccnc4)[C@@H]3CO)cc2)cc1,i
CN(CC#N)C(=O)[C@H]1CN(Cc2ccccc2)C[C@H]1C(=O)O,23%

# Continuation:
SMILES,Pf Dd2 inh
O=C(c1cccc2[nH]ccc12)N1CC[C@@H]2COCCN(Cc3cccnc3)[C@@H]2C1,18%
CCN(CC)c1ccc(NC(=O)c2sc3ccccc3c2Cl)cc1,-11%
CC(C)NC(=O)NC[C@H]1C[C@@H]2CCN1C[C@@H]2CN(C)Cc1ccccc1,-24%[44.1 µM]
Cc1cccc(NC(=O)CSc2nc3c(oc4ccccc43)c(=O)n2-c2ccccc2)c1C,i
CCC(CC)NC(=O)CCC1CCN(C(=O)c2ccccc2)CC1,-10%
COCCN1CCCCCC(O)c2cc(C(=O)N3CCN(c4ccccc4OC)CC3)ccc21 (stereo not drawn),i
Cc1ccc(C2=NN(CC(=O)NC(C)c3ccccc3)C(=O)CC2)cc1 (stereo not drawn),44%[activator]
COCCCNc1ncnc2c1CN(c1ccccc1)C(=O)CN2C,?
Cc1cc(NC(=O)C(C)(C)Oc2ccc(Cl)cc2)cc(-c2nc3ncccc3o2)c1O,36%[activator]
O=C(Cc1ccc(O)cc1)N1CCOC2(CCN(C(=O)c3ccccc3)CC2)C1,?
CN(C)C(=O)c1ccc2c(c1)NC(C)(COc1ccc3[nH]ccc3c1)CO2 (stereo not drawn),-13%[44.1 µM]
CCNC(=O)Cn1c(-c2cccs2)cc2ccccc21,10%
Cn1cc(-c2cc(-c3cccnc3)c3cncn3c2)cn1,-7%[44.1 µM]
COc1ccc(C(=O)N2CCn3c(nnc3[C@@H]3C[C@@H](O)CN3Cc3ccccc3)C2)cn1,-6%
O=S1(=O)CCC(S(=O)(=O)N2CCCC2)C1 (stereo not drawn),-4%
O=C(NCC1CCCO1)c1noc(-c2ccc[nH]c2=O)n1 (stereo not drawn),-7%
O=C(NCCc1nc2ccccc2n1Cc1ccccc1)c1ccco1,?
COCCC(=O)N1CCC2(CCC2OC)CC1 (stereo not drawn),16%
CCN1C(=O)C(CC(=O)NCc2ccco2)Sc2ncccc21 (stereo not drawn),-14%
Cc1ccccc1-c1[nH]nc2ncc(-c3ccccc3C#N)nc12,i

# Overlap with the part before: two entries, followed by the next part.
SMILES,Pf Dd2 inh
CCN1C(=O)C(CC(=O)NCc2ccco2)Sc2ncccc21 (stereo not drawn),-14%
Cc1ccccc1-c1[nH]nc2ncc(-c3ccccc3C#N)nc12,i
CC(NC(=O)c1ccc(-c2ccc(N3CCCCCC3)nc2)cc1)c1cccnc1 (stereo not drawn),?
O=C(NCCc1cccc(F)c1)C1CC(=O)N(c2n[nH]c3cccc(F)c23)C1 (stereo not drawn),-8%
CN(C)Cc1nnc(C2CC(NC(=O)c3cnc4c(c3)CCC4)C2)n1C (stereo not drawn),-22%
CCc1cccc(NS(=O)(=O)c2ccc(-n3cccn3)cc2)c1,37%[activator]
CCC[S+](=O)([O-])N1CCN(C(=O)N2CC3CC(C2)[C@H]2CCCC(=O)N2C3)CC1 (stereo partly drawn),i
NC[C@H]1O[C@H](Cc2cc(-c3ccc(F)cc3)on2)CC[C@@H]1O,i
CCOCCOC1CCN(C(=O)c2c[nH]c3ccccc23)CC1,15%
CN1C(=O)c2ccccc2Sc2ccc(NC(=O)NCc3cccc(Cl)c3)cc21,?
O=C(c1ccccc1)N1CCC(c2nc3ccccc3o2)CC1,26%
Cn1cccc1C(=O)N1CCOCC1CC(=O)N1CCSCC1 (stereo not drawn),-3%
COc1cc(-c2onc(C)c2C(=O)NCCC(c2ccccc2)c2ccccc2)cc(OC)c1OC,11µM*
Cc1ccc(CCNC(=O)CCn2nc(-c3ccccc3)ccc2=O)cc1,48%[activator]
CNC(=O)CCn1ncc2cc(OCc3ccccc3-c3cccc(NC(C)=O)c3)ccc21,?
COc1ccc(Cl)cc1NC(=O)CSc1nccn1-c1ccc(Cl)cc1,i
CCOc1ccccc1NC(=O)NCc1noc2ccc(C)cc12,24%[5.79 µM]
CC(C)(C)c1csc(NC(=O)C[C@H]2NC(=O)c3ccccc3NC2=O)n1,i
O=C(NCCc1cccnc1)C1CCc2sc(C(=O)N3CCCCC3)cc2C1 (stereo not drawn),-17%
O=C(Nc1nnc(-c2cc(Cl)ccc2Cl)o1)c1ccc2c(c1)OCCO2,125%[activator]
CC(=O)N1C[C@@H](NC(=O)Nc2ccc(F)cc2F)C[C@H]1C(=O)N[C@H](Cc1c[nH]c2ccccc12)C(N)=O,-20%
COC(=O)c1ccc(NC(=O)N2CCC3(CC2)N(CC2CC2)C(=O)CS3=O)cc1 (stereo not drawn),?
O=C(CNC(=O)c1ccccc1)OCc1cc(=O)n2nc(C3CCCCC3)sc2n1,47%[activator]
O=c1[nH]c(N2CCOCC2)nc2c1CCN(Cc1ccccc1F)CC2,-5%[5.79 µM]
CNCc1sc2ccccc2c1C,-18%[44.1 µM]
CC(=O)NC1CCN(C(=O)c2coc(COc3ccc4c(c3)OCO4)n2)C1 (stereo not drawn),4%
CC(=O)NCCn1c(SCC(=O)Nc2ccc(C)cc2)nc2ccccc2c1=O,61%[activator]
Cc1noc(-c2cn(C3CCCN(C(=O)c4ccc5[nH]ccc5c4)C3)nn2)n1 (stereo not drawn),i
Fc1cccc(Cc2noc(-c3nc(-c4ccc5c(c4)OCO5)no3)n2)c1,-4%
O=C(Nc1ccc(O)c(-c2nc3ccccc3o2)c1)c1ccco1,i
C[C@]1(CO)[C@H]2Cc3sc(-c4ccccc4)nc3[C@@H](CC(=O)N3CCOCC3)[C@]2(C)CC[C@H]1O,i
CCS(=O)(=O)N1CCC(N2C(=O)C3(CCCC3)C2c2ccccc2)CC1 (stereo not drawn),i
CNC(=O)c1noc(CN2CCCC(C)(c3ccccc3)C2)n1 (stereo not drawn),-15%
CC(=O)N[C@@H]1CN(C(=O)c2cnc3ccccc3c2)C[C@H]1c1ccc(C)cc1,?

# Screens (PubChem BioAssay)
